Compound activity from PubChem.
GPR151 ag – human GPR151 activation | PathHunter beta-arrestin GPR151 cells, luminescence | activation, % at 11.2 µM | 650,000 compounds, 1% hits; in the data active means activation above about 4.9%;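 further: 0% = median of compound wells and 100% = cells with positive control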
Target sequence (Q8TDV0 whole entry, looked up): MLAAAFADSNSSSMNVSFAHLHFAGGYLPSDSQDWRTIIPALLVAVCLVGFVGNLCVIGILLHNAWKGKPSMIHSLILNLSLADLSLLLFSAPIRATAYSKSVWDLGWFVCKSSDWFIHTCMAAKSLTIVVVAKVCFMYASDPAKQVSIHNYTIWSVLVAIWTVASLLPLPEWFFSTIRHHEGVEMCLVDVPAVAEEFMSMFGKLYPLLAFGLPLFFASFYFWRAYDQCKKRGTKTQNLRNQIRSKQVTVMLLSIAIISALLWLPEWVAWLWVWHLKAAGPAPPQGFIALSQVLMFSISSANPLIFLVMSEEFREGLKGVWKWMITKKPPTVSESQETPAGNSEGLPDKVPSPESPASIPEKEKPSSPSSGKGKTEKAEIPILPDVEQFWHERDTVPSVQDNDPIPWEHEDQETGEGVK
MITF primary – blocks human microphthalmia-associated transcription factor; inhibition, % at 2.6 µM; AID 1259374; AlphaScreen MITF homodimerization, bead proximity signal; O75030; 650,000 compounds, 0.91% hits; in the data active means inhibition above about 50%;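 further: 0% = vehicle wells with protein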
Target sequence (O75030 whole entry, looked up): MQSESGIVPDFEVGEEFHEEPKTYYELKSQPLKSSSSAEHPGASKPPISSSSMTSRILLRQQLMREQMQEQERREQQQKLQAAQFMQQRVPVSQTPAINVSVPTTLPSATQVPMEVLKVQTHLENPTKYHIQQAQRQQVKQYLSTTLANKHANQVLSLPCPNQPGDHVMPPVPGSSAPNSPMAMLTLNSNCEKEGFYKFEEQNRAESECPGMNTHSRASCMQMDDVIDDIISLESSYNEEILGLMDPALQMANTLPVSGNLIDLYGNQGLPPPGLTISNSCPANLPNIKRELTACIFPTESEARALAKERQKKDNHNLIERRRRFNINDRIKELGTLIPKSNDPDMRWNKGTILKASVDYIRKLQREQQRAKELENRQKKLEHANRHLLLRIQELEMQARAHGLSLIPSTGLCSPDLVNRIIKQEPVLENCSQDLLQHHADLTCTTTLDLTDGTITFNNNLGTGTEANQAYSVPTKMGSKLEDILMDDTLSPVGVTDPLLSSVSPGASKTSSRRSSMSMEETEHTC
TEAD-YAP block – TEAD-YAP interaction inhibition; inhibition, % at 9.12 µM; HEK-TIYL cells, TEAD-Gal4/YAP UAS-luciferase luminescence; AID 1259422; 640,000 compounds, 1.4% hits; in the data active means inhibition above about 32%;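 further: 0% = median of test compound wells and 100% = reference inhibitor wells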
FBW7 act – human FBW7 E3 ligase activation, primary screen | Q969H0 | AlphaScreen FBW7–phospho-cyclin E peptide binding, activator screen | normalized activity (activation), % at 26.1 µM | 650,000 compounds, 0.13% hits | AID 1259310; in the data active means normalized activity above about 1.9%;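 further: purified mutant Fbw7 with reduced substrate affinity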
* marks the source's active call; other numbers are inactive results. Compounds were not picked by outcome, and some 3.5% of all compounds hit somewhere here.

C=C(C)c1cccc(C(C)(C)NC(=O)Nc2ccccc2F)c1 was read as GPR151 ag 9.5*, MITF primary 15, TEAD-YAP block 18 and FBW7 act 0.3.
For CN(C)S(=O)(=O)c1ccc(Cl)c(C(=O)OCC(N)=O)c1 the results were GPR151 ag 0.4, MITF primary 7, TEAD-YAP block -3 and FBW7 act -0.1.
Screening CCc1c(C)nc2cc(-c3cc(OC)cc(OC)c3)nn2c1NCCN(C)C returned GPR151 ag 3.9, MITF primary -2, TEAD-YAP block -14 and FBW7 act -0.1.
`O=C(CN1C(=O)C2C3C=CC(C3)C2C1=O)Nc1cc(C(F)(F)F)cc(C(F)(F)F)c1` (centres undefined) gave GPR151 ag 2.2, MITF primary 1, TEAD-YAP block -11 and FBW7 act -0.1.
For N#Cc1ccccc1OCC(=O)NCc1ccc(Cl)cc1 the results were GPR151 ag 1.4, MITF primary 7, TEAD-YAP block -3 and FBW7 act -0.1.
Screening COc1ccc(C(C)=O)cc1CSc1nc2ccccc2c(=O)n1CCc1ccc(OC)c(OC)c1 returned GPR151 ag 6.9*, MITF primary -9, TEAD-YAP block -5 and FBW7 act 0.0.
`Cc1ccsc1/C=C(\C#N)C(=O)NCCCN1CCOCC1` gave GPR151 ag -1.6, MITF primary -5, TEAD-YAP block -11 and FBW7 act 0.1.
COC(=O)c1ccc(-c2ccco2)n1CC(=O)NCCCN1CCCC1=O was read as GPR151 ag -0.1, MITF primary 4, TEAD-YAP block -3 and FBW7 act 0.1.
`CCOC(=O)C1(C)C=C(Nc2ccccc2C(=O)O)C(=O)N1c1ccccc1` (centres undefined) gave GPR151 ag -0.2, MITF primary 4, TEAD-YAP block 9 and FBW7 act -0.2.
For CC1Cc2ccccc2N1S(=O)(=O)c1ccc2c(c1)CCN2C(=O)C1CCC1 (centres undefined) the results were GPR151 ag -1.1, MITF primary -13, TEAD-YAP block -6 and FBW7 act 0.0.
`COCCn1nnnc1C(c1cc(OC)ccc1OC)N1CCc2ccccc2C1` (centres undefined) gave GPR151 ag 0.6, MITF primary 2, TEAD-YAP block 6 and FBW7 act -0.1.
`Cc1ccc(NC(=O)c2ccc([N+](=O)[O-])cc2)cc1F` gave GPR151 ag 0.1, MITF primary -9, TEAD-YAP block -67 and FBW7 act 0.7.
Screening COCCNC(=O)CN(C(=O)Cn1nnc2ccccc21)c1ccc(F)cc1 returned GPR151 ag -0.3, MITF primary 9, TEAD-YAP block 2 and FBW7 act -0.1.
CC(C)(C)C(C(Oc1ccc(Cl)cc1)n1cncn1)n1nnnc1C(c1ccc(Cl)cc1Cl)N1CCCCC1 (centres undefined) was read as GPR151 ag 0.6, MITF primary 6, TEAD-YAP block 0 and FBW7 act 0.1.
For Cc1ccc(C23CC4CC(CC(C(=O)OCC(=O)NC5CCS(=O)(=O)C5)(C4)C2)C3)cc1 (centres undefined) the results were GPR151 ag 0.9, MITF primary 13, TEAD-YAP block 3 and FBW7 act 1.1.

Reprinted at random: five compounds from above.
Screening CCc1c(C)nc2cc(-c3cc(OC)cc(OC)c3)nn2c1NCCN(C)C returned GPR151 ag 3.9, MITF primary -2, TEAD-YAP block -14 and FBW7 act -0.1.
For Cc1ccc(C23CC4CC(CC(C(=O)OCC(=O)NC5CCS(=O)(=O)C5)(C4)C2)C3)cc1 (centres undefined) the results were GPR151 ag 0.9, MITF primary 13, TEAD-YAP block 3 and FBW7 act 1.1.
CC(C)(C)C(C(Oc1ccc(Cl)cc1)n1cncn1)n1nnnc1C(c1ccc(Cl)cc1Cl)N1CCCCC1 (centres undefined) was read as GPR151 ag 0.6, MITF primary 6, TEAD-YAP block 0 and FBW7 act 0.1.
C=C(C)c1cccc(C(C)(C)NC(=O)Nc2ccccc2F)c1 was read as GPR151 ag 9.5*, MITF primary 15, TEAD-YAP block 18 and FBW7 act 0.3.
Screening COc1ccc(C(C)=O)cc1CSc1nc2ccccc2c(=O)n1CCc1ccc(OC)c(OC)c1 returned GPR151 ag 6.9*, MITF primary -9, TEAD-YAP block -5 and FBW7 act 0.0.

Back to the main list with the 2 entries that preceded the break.
CC(C)(C)C(C(Oc1ccc(Cl)cc1)n1cncn1)n1nnnc1C(c1ccc(Cl)cc1Cl)N1CCCCC1 (centres undefined) was read as GPR151 ag 0.6, MITF primary 6, TEAD-YAP block 0 and FBW7 act 0.1.
For Cc1ccc(C23CC4CC(CC(C(=O)OCC(=O)NC5CCS(=O)(=O)C5)(C4)C2)C3)cc1 (centres undefined) the results were GPR151 ag 0.9, MITF primary 13, TEAD-YAP block 3 and FBW7 act 1.1.
Cc1c(Cl)cccc1NC(=O)N1CCN(c2cc(-n3cccn3)ncn2)CC1 was read as GPR151 ag -1.8, MITF primary 0, TEAD-YAP block 4 and FBW7 act 0.0.
For CC1CCCN(c2nc3c(c(=O)[nH]2)CCN(Cc2cccnc2)C3)C1 (centres undefined) the results were GPR151 ag -0.7, MITF primary 2, TEAD-YAP block 1 and FBW7 act 0.3.
Screening CC(=O)C1=C(O)C(=O)N(CCC(=O)O)C1c1ccccc1F (centres undefined) returned GPR151 ag 0.3, MITF primary -3, TEAD-YAP block 3 and FBW7 act -0.1.
Screening Cc1cccc(Cn2ncc(O)c(Cl)c2=O)c1 returned GPR151 ag -1.6, MITF primary 20, TEAD-YAP block 0 and FBW7 act 0.3.
COCCOC(=O)c1ccc(NC(=O)CN2C(=O)c3ccccc3C2=O)cc1 was read as GPR151 ag 0.4, MITF primary 6, TEAD-YAP block 6 and FBW7 act 0.0.
`CCOC(=O)c1ccc(NC(=S)NCc2ccc(S(N)(=O)=O)cc2)cc1` gave GPR151 ag -0.5, MITF primary 0, TEAD-YAP block -8 and FBW7 act 0.0.
`CNC(=S)N(Cc1ccncc1)C1CC(=O)N(c2ccc(OC)cc2)C1=O` (centres undefined) gave GPR151 ag 0.5, MITF primary 6, TEAD-YAP block 2 and FBW7 act 0.1.
Screening CC(C)n1nnc2c(=O)oc3ccccc3c21 returned GPR151 ag 0.1, MITF primary -12, TEAD-YAP block 5 and FBW7 act -0.1.
`Cc1ccnc(SCC(=O)c2ccc(Br)s2)n1` gave GPR151 ag 0.1, MITF primary 17, TEAD-YAP block -12 and FBW7 act 0.1.
`O=C(NCc1ccccn1)C(=O)N/N=C/c1ccccc1F` gave GPR151 ag 1.9, MITF primary -2, TEAD-YAP block 5 and FBW7 act 0.2.
COc1cccc(-c2nc3cc(NC(=O)c4ccccc4[N+](=O)[O-])ccc3o2)c1 was read as GPR151 ag 0.0, MITF primary 7, TEAD-YAP block -35 and FBW7 act 0.0.
`Cn1cc(SCC(=O)Nc2nccs2)c2ccccc21` gave GPR151 ag 1.4, MITF primary -10, TEAD-YAP block 4 and FBW7 act -0.1.
For COc1ccc(C2C3=C(CC(C)(C)CC3=O)Nc3ncnn32)cc1Br (centres undefined) the results were GPR151 ag -0.4, MITF primary 4, TEAD-YAP block -12 and FBW7 act 0.6.
For COc1ccc2c(c1)CC/C(=C\c1ccc3nccnc3c1)C2=O the results were GPR151 ag -0.5, MITF primary 11, TEAD-YAP block -30 and FBW7 act 0.0.
Screening COc1ccc(C2SCC(=O)N2CCCN(C)C)cc1OC (centres undefined) returned GPR151 ag -0.1, MITF primary 2, TEAD-YAP block -12 and FBW7 act 0.1.
`COCCCNCc1c(C(=O)O)n(Cc2ccccc2F)c2cc(OC)ccc12` gave GPR151 ag 1.6, MITF primary 2, TEAD-YAP block 5 and FBW7 act 0.0.
`COC(=O)c1ccccc1NC(=O)C1=CC(c2ccc(F)cc2)=NS(=O)(=O)N1C` gave GPR151 ag 2.2, MITF primary 4, TEAD-YAP block 2 and FBW7 act 0.0.
`COc1ccc(OC)c(/C=C2\N=C(c3ccc([N+](=O)[O-])cc3Cl)OC2=O)c1` gave GPR151 ag 0.3, MITF primary 9, TEAD-YAP block 4 and FBW7 act -0.1.
CC(C)C(=O)N1CCc2cc(-c3csc(NC(=O)CN4CCCCC4)n3)ccc21 was read as GPR151 ag 2.1, MITF primary -1, TEAD-YAP block -1 and FBW7 act 0.5.
Cc1ccc(C)c(S(=O)(=O)Nc2ccc3oc4c(c3c2)C(=O)CC(C)(C)C4)c1 was read as GPR151 ag -0.6, MITF primary 14, TEAD-YAP block 2 and FBW7 act -0.1.
O=C(Nc1cccc(Cl)c1)c1cc2cc(Br)ccc2oc1=O was read as GPR151 ag 0.7, MITF primary 5, TEAD-YAP block -1 and FBW7 act 0.6.
Cc1ccc2oc(=O)c3cnn(CC(=O)N4CCN(c5ccccn5)CC4)c3c2c1 was read as GPR151 ag 0.8, MITF primary 8, TEAD-YAP block 2 and FBW7 act -0.1.
For CCNC(=O)C/C(C)=N/NC(=O)c1ccc([N+](=O)[O-])c(Cl)c1 the results were GPR151 ag -0.4, MITF primary 10, TEAD-YAP block -1 and FBW7 act 0.0.
Screening COc1cc(Cl)c(C)cc1NC(=S)N(Cc1ccccc1Cl)C1CCCC1 returned GPR151 ag -0.2, MITF primary -14, TEAD-YAP block 0 and FBW7 act -0.1.
`CCOc1ccc(/C(O)=C2/C(=O)C(=O)N(Cc3cccnc3)C2c2ccc(N(C)C)cc2)c(C)c1` (centres undefined) gave GPR151 ag -1.7, MITF primary -9, TEAD-YAP block 14 and FBW7 act 0.0.
For Cc1ccccc1OCCC(=O)NNC(=O)CCN1CCN(Cc2ccccc2)CC1 the results were GPR151 ag -1.1, MITF primary 13, TEAD-YAP block 13 and FBW7 act 0.3.
O=C(/C=C\Nc1ccccn1)c1ccc(Cl)c(Cl)c1 was read as GPR151 ag 0.6, MITF primary 0, TEAD-YAP block -48 and FBW7 act -0.1.
For COc1ccccc1Nc1ncnc2scc(-c3ccccc3)c12 the results were GPR151 ag 1.0, MITF primary 13, TEAD-YAP block -9 and FBW7 act 0.1.
Cc1cccc(-c2nc3scc(CCNC(=O)c4cccs4)n3n2)c1 was read as GPR151 ag 0.6, MITF primary 15, TEAD-YAP block -1 and FBW7 act -0.1.
Cc1c(C(=O)Nc2cccc3ccccc23)sc2ncn(Cc3ccccc3Cl)c(=O)c12 was read as GPR151 ag -1.5, MITF primary 21, TEAD-YAP block 6 and FBW7 act 0.4.
Screening O=C(O)CCC/C=C\CC1C2CCC(O2)C1CNNC(=O)Nc1ccccc1 (centres undefined) returned GPR151 ag 3.4 and MITF primary -7.
`O=C1CCCc2c1cc(C(=O)NCc1ccccc1)c(=O)n2-c1ccc(Cl)cc1` gave GPR151 ag 1.9, MITF primary -18, TEAD-YAP block 0 and FBW7 act -0.1.
`COc1ccc(CCNC(=O)C(=O)NC(C)(C)C)cc1` gave GPR151 ag 0.7, MITF primary -14, TEAD-YAP block -2 and FBW7 act -0.1.
Screening CCN(C(=O)Nc1ccccc1Cl)c1cnn(-c2cccc(C(=O)Nc3cc(OC)c(OC)c(OC)c3)c2)c1 returned GPR151 ag -1.0, MITF primary -17, TEAD-YAP block 16 and FBW7 act -0.2.
Screening CCOc1ccc(NC(=O)C2C3C=CC4(O3)C2C(=O)N(C(C)CC)C4C(=O)NC2CCCCC2)cc1 (centres undefined) returned GPR151 ag -1.7, MITF primary 11, TEAD-YAP block 11 and FBW7 act 1.0.
Cc1nc(C(N)=O)c2[nH]c(=O)n(-c3ccc(Cl)cc3)c2n1 was read as GPR151 ag -2.0, MITF primary 8, TEAD-YAP block 3 and FBW7 act 0.2.
Screening CCOC(=O)c1ccc(N=c2oc3ccccc3cc2C(=O)Nc2ccc(F)cc2)cc1 returned GPR151 ag 1.7, MITF primary 11, TEAD-YAP block -36 and FBW7 act -0.2.
Screening CCc1ccc(NC(=O)Cn2cnc(SCc3ccccc3)n2)cc1 returned GPR151 ag 0.5, MITF primary 4, TEAD-YAP block -1 and FBW7 act -0.1.
CC1CCCC(NC(=O)CCn2nc(-c3ccccc3)ccc2=O)C1C (centres undefined) was read as GPR151 ag 0.8, MITF primary -2, TEAD-YAP block 1 and FBW7 act -0.1.
`COc1ccc(NC(=O)c2cc(Cl)sc2Cl)cc1` gave GPR151 ag -1.5, MITF primary 15, TEAD-YAP block -49 and FBW7 act 0.0.
`Cc1ccc(NC(=O)C2CCC(C)(C(=O)NN)C2(C)C)cc1` (centres undefined) gave GPR151 ag 0.0, MITF primary -6, TEAD-YAP block 1 and FBW7 act 0.2.
Screening O=C1CC2(CCCC2)CC(=O)N1CC1CCCO1 (centres undefined) returned GPR151 ag 1.5, MITF primary 7, TEAD-YAP block 5 and FBW7 act 0.3.
`O=C(CN1CCOCC1)N/N=C/c1cccc2c1OCCO2` gave GPR151 ag 0.4, MITF primary 5, TEAD-YAP block 2 and FBW7 act 0.0.
Screening CCOC(=O)C1CCN(C(C(=O)NC2CCCC2)c2ccc(Cl)cc2)CC1 (centres undefined) returned GPR151 ag -0.7, MITF primary 1, TEAD-YAP block 1 and FBW7 act 0.2.
For CC1CCCCN1C(=O)c1cc([N+](=O)[O-])cc([N+](=O)[O-])c1 (centres undefined) the results were GPR151 ag -0.3, MITF primary 19, TEAD-YAP block -7 and FBW7 act 1.1.
Screening COc1ccc(N2CCN(c3nc(Nc4ccc(NC(C)=O)cc4)nc(N4CCOCC4)n3)CC2)cc1 returned GPR151 ag 0.2, MITF primary 9, TEAD-YAP block 8 and FBW7 act -0.1.
